# 15-hLO-2 inh – qHTS Assay for Inhibitors of 15-hLO-2 (15-human lipoxygenase 2); purified 15hLO-2, xylenol orange hydroperoxide absorbance; Polyunsaturated fatty acid lipoxygenase ALOX15B (Homo sapiens), O15296; hit rate 0.56% among 110,000; AID 881, 2007; Potency, µM (highest dose often 57.1 µM), for the others: top-dose activity change, negative = inhibition, actives largely listed as inhibitors; also: potency is read from the fitted curve at half-maximal effect; nearly all actives have a fitted effect of over 60% in size; many of its hits are not listed in these tables
# Target sequence (O15296 whole entry, looked up): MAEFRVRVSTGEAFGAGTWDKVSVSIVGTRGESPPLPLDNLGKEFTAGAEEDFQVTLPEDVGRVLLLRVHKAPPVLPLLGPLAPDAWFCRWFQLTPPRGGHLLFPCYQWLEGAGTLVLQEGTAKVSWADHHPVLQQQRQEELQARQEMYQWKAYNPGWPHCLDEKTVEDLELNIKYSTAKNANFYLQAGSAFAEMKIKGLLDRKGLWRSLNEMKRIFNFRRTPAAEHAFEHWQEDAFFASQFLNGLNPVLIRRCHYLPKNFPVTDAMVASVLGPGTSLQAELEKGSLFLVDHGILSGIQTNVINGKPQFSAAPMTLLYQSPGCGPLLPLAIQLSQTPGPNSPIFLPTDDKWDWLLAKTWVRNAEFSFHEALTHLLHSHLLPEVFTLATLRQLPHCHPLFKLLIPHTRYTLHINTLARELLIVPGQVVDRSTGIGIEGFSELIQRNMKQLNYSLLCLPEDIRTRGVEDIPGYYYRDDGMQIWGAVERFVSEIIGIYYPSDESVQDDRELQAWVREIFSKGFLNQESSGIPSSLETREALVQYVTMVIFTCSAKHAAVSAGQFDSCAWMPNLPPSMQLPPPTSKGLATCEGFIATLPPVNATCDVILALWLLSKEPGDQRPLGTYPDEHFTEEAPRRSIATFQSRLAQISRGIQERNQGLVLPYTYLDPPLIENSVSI
#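 Read-out: hydroperoxide product oxidises ferrous iron, measured as xylenol orange complex via the 573-to-405 nm absorbance ratio after 30 min. Reaction: 50 nM enzyme, 15 min compound preincubation, 45 uM arachidonic acid, 90 min RT, Hepes pH 7.5 with Triton X-100.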
# PNC assembly inh – High Content Assay for Compounds that inhibit the Assembly of the Perinucleolar Compartment; hit rate 3.1% among 140,000; PC3M PTB-GFP, PNC prevalence imaging, 16 h; stronger effect = lower value; activity change (PNC), negative = inhibition, % at 10 µM;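 active = readout at or below -70, meaning at least 70% loss of cells showing the perinucleolar compartment, a nuclear body marking cancer cells; inconclusive = readout between -30 and a set limit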;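 also: plate controls were DMSO wells for no effect and camptothecin positive control wells for full effect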
#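 PC3M cells stably expressing PTB-GFP, 750–1000 cells/well, treated 16 h at 37 °C with compound (23 nl of library stock), in duplicate. After paraformaldehyde fixation and Hoechst stain, imaged at 20x; PNC prevalence scored by image analysis.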
# IMPase cell inh – qHTS Assay for Identifying the Cell-Membrane Permeable IMPase Inhibitors. Inositol monophosphatase 1 (Rattus norvegicus), P97697. 120,000 tested, under 10 active. CHO-M1 cells, IP1 accumulation, HTRF TR-FRET ratio. inhibition (IP1 accumulation), % at 46.1 µM; active = well fitted curve in the direction sought with a large enough effect in the signal ratio, not every such curve was filed as active; inconclusive = small, poorly fitted or top-dose-only effect, or a change in a side signal; inactive = no such curve, though single readings can be large or run the other way; the % refers to the signal ratio;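 also: cells stimulated with carbachol in lithium chloride buffer; plate controls were DMSO basal wells for no effect and reference inhibitor wells for full effect; higher means more IMPase inhibition seen as more IP1 and lower FRET ratio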
# Target sequence (P97697 whole entry, looked up): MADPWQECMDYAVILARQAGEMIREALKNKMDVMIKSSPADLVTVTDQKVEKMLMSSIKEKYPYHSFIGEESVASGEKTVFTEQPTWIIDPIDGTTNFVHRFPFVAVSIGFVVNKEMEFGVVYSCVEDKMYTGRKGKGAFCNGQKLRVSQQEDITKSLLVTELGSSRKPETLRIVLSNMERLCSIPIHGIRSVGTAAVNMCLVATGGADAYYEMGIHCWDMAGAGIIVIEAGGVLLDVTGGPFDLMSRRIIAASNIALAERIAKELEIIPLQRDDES
#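 Cellular IMPase inhibition is scored as a rise in cytosolic IP1, detected by competitive TR-FRET between d2-labelled IP1 and a europium anti-IP1 antibody. M1-expressing CHO cells were stimulated with carbachol for 30 min at 37C, with lithium (50 mM LiCl) present in the buffer.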
# ALOX12 inhib – qHTS Assay for Inhibitors of 12-hLO (12-human lipoxygenase); AID 1452, 2008; Potency, µM (series often up to 57.1 µM), inactives show top-dose activity change, negative = inhibition, hits mostly inhibitors; Polyunsaturated fatty acid lipoxygenase ALOX12 (Homo sapiens), P18054; hit rate 0.12% among 150,000; purified 12-hLO, xylenol orange hydroperoxide absorbance; also: potency is read from the fitted curve at half-maximal effect; nearly all actives have a fitted effect of over 55% in size; many of its hits are not listed in these tables
#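 Xylenol orange chromogenic assay: hydroperoxide from 12hLO oxidises Fe(II), giving red-shifted Fe(III)-XO absorbance. Conditions: 150 nM enzyme, 40 uM arachidonic acid, 25 mM Hepes pH 7.0, 0.01% Triton X-100, 30 min, room temperature.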
# * hit, by the source's call; ? = inconclusive; nt = no result given; [ ] = another dose, or the depositor's remark. Unless noted, calls follow the shape of the dose curve; as a rule, active = well fitted curve in the direction sought with a large enough effect; inconclusive = small, poorly fitted or top-dose-only effect, or another doubt; inactive = no such curve, though single readings can be large; an effect the other way counts as inactive or inconclusive. Unless noted, % is scaled to controls: 0 for no effect and ±100 for the full control effect.
SMILES,15-hLO-2 inh,PNC assembly inh,IMPase cell inh,ALOX12 inhib
COc1ccc(S(=O)(=O)NC(CC(=O)NCCc2ccccc2)c2ccco2)cc1 (stereo not given),0.8%,32.9,6.1,-0.7%
O=C(Nc1ccccc1)OCN1C(=O)c2ccccc2C1=O,-1.1%,26.7,?,0.9%
COc1ccc(C(CNC(=O)C2CC(=O)N(Cc3ccc(C)cc3)C2)N(C)C)cc1 (stereo not given),1.0%,28.1,-3.5,-3.8%
CCN(Cc1ccccc1)C(c1ccccn1)c1nnnn1C(C)(C)CC (stereo not given),-3.9%,?,8.9,-1.5%
COc1cc(-c2nc(-c3cccc(C)c3)no2)cc(OC)c1OC,nt,?,nt,-4.2%
COc1ccc2c(c1)C(=O)[C@@H](O)[C@H](c1ccc(OC)c(Br)c1)O2,nt,-114.6*,nt,-2.5%
CC12CC(c3ccccc3O1)N(C(=O)c1ccco1)C(=O)N2c1ccccc1 (stereo not given),-8.1%,42.7,-0.3,-8.4%
Cc1sc2ncnc(NCC3CCCO3)c2c1C (stereo not given),2.6%,32.9,-12.9,1.3%
COC(=O)CCS(=O)(=O)c1nc(-c2ccccc2)cc(C(F)(F)F)n1,-14.8%,19.9,19.7,0.1%
CCC(=O)N1CCc2cc(S(=O)(=O)CCC(=O)Nc3cccc(F)c3)ccc21,?,21.3,6.8,0.2%
CCOC(=O)c1cnn(-c2cc(C)c3ccccc3n2)c1N,0.8%,16.3,15.3,-2.2%
c1ccn2cc(CSC3=NCCS3)nc2c1,21.3%,-1.5,4.3,0.6%
CCOC(=O)N1CCC(NC(=O)c2cccc3c2C(=O)N(c2ccc(OC)cc2)C3)CC1,-12.2%,45.3,9.2,-9.4%
CCOC(=O)CSc1nnc(-c2cccnc2)n1Cc1ccccc1,11.1%[2.29 µM],?,-2.2,1.6%
CNC(=S)N1N=C(c2ccc(C)cc2)CC1c1ccc(Cl)cc1 (stereo not given),-8.3%,?,3.1,-14.6%
COC(=O)Cn1c(=O)c2c(nc(Br)n2CC(=O)OC)n(C)c1=O,-6.3%,-12.0,0.0,-1.0%
Cc1ccc(Oc2ccc(N)cc2)cc1,-2.1%,5.8,5.8,-7.7%
COC(=O)c1ccc(Cl)c(NC(=O)CN2CCC(C)CC2)c1,5.1%,-1.5,6.8,-9.3%
O=C(/C=C/c1ccc2c(c1)OCO2)NCCSCc1cccc(Cl)c1,-3.4%,-21.5,10.1,?
N#C/C(=C\c1ccc(N2CCCCC2)o1)C(=O)Nc1cccc(Br)c1,nt,-108.4*,nt,0.2%
COc1ccc(/C=N/NC(=O)CNC(=O)c2ccc(S(=O)(=O)N3CCOCC3)cc2)c(OC)c1,nt,27.0,nt,1.4%
CCc1ccccc1NC(=O)Cn1nnc(-c2cccnc2)n1,-2.9%,8.8,5.2,2.1%
N#C/C(=C\c1cccs1)c1nc2ccccc2[nH]1,nt,10.2,nt,1.2%
COc1ccccc1N1CCN(C(=O)CSc2nnc(NC(=O)c3ccco3)s2)CC1,-7.6%,18.3,-4.5,-0.3%
COCC(=O)NCCNc1nc2ccc(C)cc2cc1C,11.9%,2.7,-5.2,0.2%
# Additional results follow.
SMILES,15-hLO-2 inh,PNC assembly inh,IMPase cell inh,ALOX12 inhib
CCOC(=O)N1CCN(C2OC(=O)c3ccccc32)CC1 (stereo not given),0.0%,34.6,16.4,2.3%
CCOC(=O)c1c(-n2cnnn2)sc(C)c1C,-5.9%,-13.9,7.5,-2.3%
C=CCn1c(O)c(CN2CCOCC2)c(C)c(C#N)c1=O,5.2%,16.8,-6.1,-3.5%
Cc1cccc(OCc2nnc(SCC(=O)Nc3ccc(C)c(C)c3)o2)c1,nt,-7.0,6.5,-1.4%
O=C(CNS(=O)(=O)c1ccc(Br)cc1)N1CCOCC1,-4.1%,-18.9,-2.6,0.0%
CCCCN(Cc1ccccc1)c1ncnc2nc[nH]c12,nt,41.3,8.1,-3.2%
COc1ccc(-c2noc(CCC(N)=O)n2)cc1OC,0.3%,-112.8*,1.6,2.2%
COc1ccccc1-c1cc(C(=O)Nc2ccc(F)cc2F)no1,-11.8%,-27.1,?,-3.2%
COc1ccc(S(=O)(=O)N2CCN(CCC(=O)Nc3ccc(F)cc3)CC2)cc1,nt,6.8,nt,0.9%
CCOC(=O)N1CCC(=NNC(=O)c2ccc(O)cc2)CC1,nt,?,-0.9,-2.0%
CCOC(=O)c1sc(=NC(=O)c2cccc(OC)c2)n(C)c1C,3.8%,12.7,1.3,-5.4%
COc1ccc(-c2nc(NC(=O)Cn3ccc(C(F)(F)F)n3)sc2C)cc1,12.7%,2.5,3.6,-4.0%
Cc1ccc(S(=O)(=O)CCCS(=O)(=O)c2ccc(C)cc2)cc1,3.9%,56.6,-1.8,-1.0%
Cc1ccc(-n2ncc3c(=O)n(CC(=O)NCc4ccco4)cnc32)cc1,nt,-100.0*,-2.2,1.8%
Cn1c(C(=O)NCc2ccco2)cc2c(=O)[nH]c3ccccc3c21,-5.5%,?,1.3,-3.9%
N[C@@](C(=O)O)(c1ccc(P(=O)(O)O)cc1)C1CC1,22.5%,nt,-6.3,-3.8%
COc1cccc(C(=O)Nc2cccnc2)c1,-11.7%,-25.4,-4.8,9.4%
COC(CNc1cc(=O)oc2ccccc12)OC,2.4%,25.8,2.9,-0.3%
COC(=O)Cn1nnc(-c2cccc(OC)c2)n1,2.4%,-17.1,-2.2,0.1%
COc1ccc(CCNC(=O)c2cc3sc(Cl)cc3n2C)cc1OC,-6.6%,?,-2.1,-8.9%
O=C1C(c2ccnc3ccccc23)=C(O)c2ccccc21,nt,366.9,-1.6,2.0%
CC(=O)NS(=O)(=O)c1ccc(NC(=S)NC(=O)COc2ccccc2C)cc1,nt,-3.3,nt,-2.2%
COc1ccc(Cc2nc(C(=O)Nc3ccccc3)cs2)cc1,5.1%,-1.1,-7.1,-11.0%
Cc1ccc(S(=O)(=O)Oc2ccc(C3C4=C(CCCC4=O)N(CCC(=O)O)C4=C3C(=O)CCC4)cc2Cl)cc1,nt,?,nt,-4.4%
O=C(O)CCCn1c(=O)[nH]c2ccccc2c1=O,4.1%,3.6,3.7,-5.0%
# The results go on:
SMILES,15-hLO-2 inh,PNC assembly inh,IMPase cell inh,ALOX12 inhib
O=P(/C(=N/O)Sc1ccccc1)(N1CCOCC1)N1CCOCC1,3.5%,?,3.8,-7.6%
Cc1c(Cc2ccccc2)c(=O)oc2cc(OC(=O)c3ccccc3)ccc12,0.3%,-23.5,5.7,-8.4%
O=C(CSc1nnc(Cc2cccs2)n1-c1ccc(Cl)cc1)NCc1ccc2c(c1)OCO2,-12.5%,23.2,14.7,-13.7%
CCN(CC)C(=O)CSc1nnc([C@H](CCSC)NC(=O)OC(C)(C)C)o1,0.1%,-0.5,-5.0,0.1%
COc1ccc(C(=O)NC2(C(F)(F)F)NC(=O)N(CCCc3ccccc3)C2=O)cc1OC (stereo not given),nt,23.2,nt,1.1%
Cc1ccc(/C=C2/NC(=O)N(Cc3ccc(Br)cc3)C2=O)o1,nt,-24.9,nt,-28.6%
COCCN1C(=O)/C(=C/c2ccc(Oc3ccc([N+](=O)[O-])cn3)c(OC)c2)SC1=Nc1ccccc1,nt,?,-8.5,1.3%
CC(C)c1nnc(NC(=O)c2cccc(-n3cnnn3)c2)s1,-4.9%,?,4.0,-1.6%
O=C(CN1CCCC1)NCC1(c2ccccc2)CCOCC1,-7.5%,17.5,11.7,-1.3%
NNC(=O)c1ccc(COc2cccc3ccccc23)cc1,nt,-24.9,-5.2,6.3%
Cc1ccc(C(C)C)c(OCCCN2C(=O)NC(C)(C)C2=O)c1,6.5%,?,0.6,2.1%
CC(=O)Nc1ccc(N=Cc2ccc[nH]2)cc1,0.3%,?,7.2,-2.2%
C=CCn1c(SCC(=O)Nc2nc(C)cs2)nnc1C(C)NC(=O)c1ccccc1Cl (stereo not given),nt,-14.9,2.6,-1.6%
CC1=CC(C#N)(C#N)C(C#N)(C#N)C(c2ccccc2)N1 (stereo not given),-2.9%,7.2,8.7,-7.3%
O=C(NNC(=O)c1ccccc1)C(=O)N1CCCCC1,1.5%,?,-2.3,-3.8%
O=C(CN1CCN(c2ccccn2)CC1)N(c1ccccc1)c1ccc2ccccc2c1,21.0%,?,-0.5,-10.5%
CC1(C)Cc2c(C#N)c(N3CCOCC3)nc(-c3ccccc3)c2CO1,nt,140.8,-1.3,-1.0%
O=c1oc(-c2ccc(F)cc2)nc2ccsc12,0.1%,-111.4*,0.5,-2.7%
O=S(=O)(c1cccs1)N1CCN(Cc2ccccc2)CC1,-6.9%,-1.9,-2.1,-1.2%
O=C(CSc1ccc2nnc(-c3ccc(F)cc3)n2n1)N1CCCc2ccccc21,nt,?,-8.4,-0.2%
Cc1ccc(C(=O)CC(=O)COc2ccc(Cl)cc2C)cc1,nt,30.6,1.6,2.9%
COc1ccc(C2CC(c3ccc(Cl)cc3)Nc3nc(NC(=O)c4ccco4)nn32)cc1 (stereo not given),nt,?,4.2,-0.9%
Cc1ccc(OCCN2C(=O)S/C(=C\c3ccc(C)o3)C2=O)cc1,nt,11.2,-7.8,-0.2%
Cc1ccc(OCCCCn2cnc3ccccc32)c(C)c1,7.3%,4.2,9.7,-3.3%
O=C(NC12CC3CC(CC(C3)C1)C2)c1cnccn1,-4.5%,?,3.0,8.0%

# A different layout for some results above:
SMILES | 15-hLO-2 inh | PNC assembly inh | IMPase cell inh | ALOX12 inhib
O=P(/C(=N/O)Sc1ccccc1)(N1CCOCC1)N1CCOCC1 | 3.5% | ? | 3.8 | -7.6%
Cc1c(Cc2ccccc2)c(=O)oc2cc(OC(=O)c3ccccc3)ccc12 | 0.3% | -23.5 | 5.7 | -8.4%
O=C(CSc1nnc(Cc2cccs2)n1-c1ccc(Cl)cc1)NCc1ccc2c(c1)OCO2 | -12.5% | 23.2 | 14.7 | -13.7%
CCN(CC)C(=O)CSc1nnc([C@H](CCSC)NC(=O)OC(C)(C)C)o1 | 0.1% | -0.5 | -5.0 | 0.1%
COc1ccc(C(=O)NC2(C(F)(F)F)NC(=O)N(CCCc3ccccc3)C2=O)cc1OC (stereo not given) | nt | 23.2 | nt | 1.1%
Cc1ccc(/C=C2/NC(=O)N(Cc3ccc(Br)cc3)C2=O)o1 | nt | -24.9 | nt | -28.6%
COCCN1C(=O)/C(=C/c2ccc(Oc3ccc([N+](=O)[O-])cn3)c(OC)c2)SC1=Nc1ccccc1 | nt | ? | -8.5 | 1.3%
CC(C)c1nnc(NC(=O)c2cccc(-n3cnnn3)c2)s1 | -4.9% | ? | 4.0 | -1.6%
O=C(CN1CCCC1)NCC1(c2ccccc2)CCOCC1 | -7.5% | 17.5 | 11.7 | -1.3%
NNC(=O)c1ccc(COc2cccc3ccccc23)cc1 | nt | -24.9 | -5.2 | 6.3%
Cc1ccc(C(C)C)c(OCCCN2C(=O)NC(C)(C)C2=O)c1 | 6.5% | ? | 0.6 | 2.1%
CC(=O)Nc1ccc(N=Cc2ccc[nH]2)cc1 | 0.3% | ? | 7.2 | -2.2%
C=CCn1c(SCC(=O)Nc2nc(C)cs2)nnc1C(C)NC(=O)c1ccccc1Cl (stereo not given) | nt | -14.9 | 2.6 | -1.6%
CC1=CC(C#N)(C#N)C(C#N)(C#N)C(c2ccccc2)N1 (stereo not given) | -2.9% | 7.2 | 8.7 | -7.3%
O=C(NNC(=O)c1ccccc1)C(=O)N1CCCCC1 | 1.5% | ? | -2.3 | -3.8%
O=C(CN1CCN(c2ccccn2)CC1)N(c1ccccc1)c1ccc2ccccc2c1 | 21.0% | ? | -0.5 | -10.5%

# Not all compounds are listed; the hit share may differ from the screen's.
